Screening data deposited in PubChem BioAssay by The Scripps Research Institute Molecular Screening Center.
OXTR ag: human OXTR agonists, primary screen, fluorescence, CHO-OTR cells, Fluo-8 calcium. Oxytocin receptor (Homo sapiens), P30559. actives 0.32% (n = 320,000). Fluo-8 calcium fluorescence; normalized: DMSO 0%, oxytocin 100%. AID 2435, 2010. activation, % at 3 µM;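 active = activation above the mean of all tested compounds plus 3 SD, cutoff set per screening run, cut at about 20% in these data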;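 also: peak over basal fluorescence ratio from a 100 s FLIPR kinetic read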
V1R ag counter: agonists of human V1a receptor, primary screen, counter-screen for OXTR agonist project, fluorescence, CHO-V1R cells; Fluo-8 calcium fluorescence, agonist mode; 0% DMSO, 100% 3 nM vasopressin; activation, % at 3 µM; actives 0.25% (n = 320,000); AID 2797, 2010;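 active = activation above the mean activation of all tested compounds plus 3 SD, per screening run, cut at about 20% in these data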;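 also: signal is peak over basal fluorescence ratio across a 100 second FLIPR read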
Target sequence (P37288 whole entry, looked up): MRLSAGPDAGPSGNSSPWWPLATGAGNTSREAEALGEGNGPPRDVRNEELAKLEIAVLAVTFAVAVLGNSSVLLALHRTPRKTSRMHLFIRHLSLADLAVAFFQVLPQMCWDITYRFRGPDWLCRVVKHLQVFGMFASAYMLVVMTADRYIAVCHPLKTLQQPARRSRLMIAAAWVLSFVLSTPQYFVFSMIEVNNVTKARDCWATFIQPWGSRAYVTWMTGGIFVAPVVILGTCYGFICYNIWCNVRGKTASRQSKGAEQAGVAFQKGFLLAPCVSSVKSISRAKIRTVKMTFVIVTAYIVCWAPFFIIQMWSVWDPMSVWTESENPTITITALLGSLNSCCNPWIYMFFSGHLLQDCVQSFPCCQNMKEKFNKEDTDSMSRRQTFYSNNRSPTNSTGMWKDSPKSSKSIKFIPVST
CHO parental Ca: ATP-evoked calcium signal inhibitors, parental CHO, primary screen, counter-screen for OX1R antagonist project, cell-based, fluorescence, Fluo-8 calcium dye | parental CHO-K1, ATP-induced calcium, Fluo-8 fluorescence | inhibition, % at 5.6 µM | actives 0.63% (n = 330,000) | AID 463079, 2010;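 active = inhibition above that plate's mean sample inhibition plus 3 SD, cut at about 26% in these data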;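 also: 0% = ATP-challenged DMSO wells and 100% = DMSO wells without ATP; some compounds past the cut are filed as inactive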
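test system = CHO parental line | reagent = ATP stimulus | measured by = intracellular calcium via Fluo-8 no-wash fluorescent dye | control set = ATP and no-ATP DMSO wells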
OXTR potentiate: human OXTR potentiators, primary screen, fluorescence, CHO-OTR cells, Fluo-8 calcium. Oxytocin receptor (Homo sapiens), P30559. Fluo-8 calcium fluorescence, potentiator mode; 0% = oxytocin EC15, 100% = EC100. activation, % at 3 µM. actives 0.061% (n = 320,000);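 active = activation above that plate's cutoff, the mean activation of tested compounds plus 3 SD, cut at about 6.6% in these data, passing the limit was not always enough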;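 also: 100% uses oxytocin at 75 nM as the full agonist control; some results filed as inactive read as strong as hits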
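assay system = CHO-OTR cells, human receptor | schedule = compound 6 min at room temperature before oxytocin, 100 s read | detection = Fluo-8 intracellular calcium fluorescence, ex 470-495, em 515-575 nm | evaluation = normalized max/min fluorescence ratio, % activation | control set = EC15 oxytocin alone as 0%, 75 nM oxytocin (EC100) as 100%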
TAAR1 antag: human TAAR1 antagonists, primary screen, Fluo-8 calcium fluorescence, CHO RD-HGA16 cells. antagonist. inhibition, % at 3 µM. actives 1.5% (n = 360,000). AID 624466, 2012;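 active = inhibition above a per-plate cutoff, the mean inhibition of test compounds on that plate plus 3 SD, cut at about 49% in these data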;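 also: 0% = DMSO plus EC80 beta-PEA response and 100% = DMSO alone without agonist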
Target sequence (Q96RJ0 whole entry, looked up): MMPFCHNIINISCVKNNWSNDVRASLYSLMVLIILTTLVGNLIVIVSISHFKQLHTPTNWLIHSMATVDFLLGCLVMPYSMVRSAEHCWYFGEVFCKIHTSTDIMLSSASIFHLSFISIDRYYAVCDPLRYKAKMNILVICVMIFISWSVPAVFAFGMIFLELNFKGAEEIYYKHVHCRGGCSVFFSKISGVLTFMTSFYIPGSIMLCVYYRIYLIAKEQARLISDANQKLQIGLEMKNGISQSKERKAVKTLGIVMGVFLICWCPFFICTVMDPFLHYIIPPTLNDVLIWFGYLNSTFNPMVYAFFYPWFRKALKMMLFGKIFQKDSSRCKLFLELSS
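Test system – hTAAR1-expressing CHO RD-HGA16 cells, Gα16-coupled · Reagent – β-PEA at EC80 concentration, post-compound challenge · Compound dosing – 3 µM, single point · Timing – 140 s kinetic read after compound, 140 s after agonist · Detection – Fluo-8 intracellular calcium dye fluorescence, real-time kinetic reads · Control set – DMSO and EC80 PEA controls · Repeats – n of 1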
CHO-K1 Ca ag: counter-screen for M1 agonists: effect in parental CHO-K1 cells | AID 602248, 2012 | activation, % at 3 µM | Fluo-8 calcium fluorescence; scaled to maximal ATP response, vehicle zero | actives 0.48% (n = 360,000); in the data active = activation above about 15%;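 also: untransfected CHO-K1 host cells lacking M1 receptor as counterscreen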
CHO-K1 Ca PAM: nonselective calcium activators in parental CHO-K1 cells, primary screen, counter-screen for M1 PAM project, cell-based, Fluo-8 calcium fluorescence, full deck, 1536-well. ATP EC20; 0% at ATP EC20, 100% at ATP max. activation, % at 3 µM. actives 0.02% (n = 360,000);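 active = activation above the run cutoff, the mean activation of all test compounds plus 3 SD, cut at about 40% in these data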;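 also: peak over basal fluorescence ratio in a 140 s read after ATP addition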
GPR7 antag: GPR7 receptor antagonists, primary screen, cell-based, fluorescence, single concentration; inhibition, % at 4.4 µM; AID 1861, 2009; GPR7-expressing cells, fluorescence antagonist assay; actives 1.1% (n = 290,000); Neuropeptides B/W receptor type 1 (Homo sapiens), P48145; in the data active = inhibition above about 16%, passing the limit was not always enough;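 also: cells stimulated with the agonist NPW; 0% = agonist with vehicle and 100% = vehicle without agonist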
CHO-K1 Ca antag: M1 antagonist counterscreen hit in parental CHO-K1 cells; ATP-induced calcium, Fluo-8 fluorescence; inhibition, % at 3 µM; actives 0.6% (n = 360,000); AID 602250;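 active = inhibition above a per-plate cutoff, the plate's mean sample inhibition plus 3 SD, cut at about 24% in these data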;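 also: 0% = DMSO plus EC80 ATP and 100% = DMSO alone without ATP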
* marks the source's active call; other numbers are inactive results; . = no result given.

SMILES	CHO parental Ca	TAAR1 antag	OXTR potentiate	CHO-K1 Ca antag	GPR7 antag	V1R ag counter	OXTR ag	CHO-K1 Ca ag	CHO-K1 Ca PAM
CC(C)c1ccc(C(C)NC(=S)NC2CCCCC2)cc1 (stereo unspecified)	.	17	.	-7	-16	.	.	8.3	-10
Cc1ccc(S(=O)(=O)Nc2cc(C)c(O)c(Sc3n[nH]c(C)n3)c2)cc1	4	-8	-4	-13	4	0.4	0.8	0.7	-3
COC(=O)c1ccccc1NC(=O)c1cc2ncc(Br)cn2n1	-17	-2	-15	5	-19	-0.8	0.3	0.6	1
CC1Cc2ccccc2N1C(=O)CCNS(=O)(=O)c1cccc2nsnc12 (stereo unspecified)	-27	2	-12	-20	4	0.6	-0.9	0.9	22
Cc1nn(CC(=O)NCCCc2ccccc2)c(C)c1[N+](=O)[O-]	2	5	-15	-10	-2	-0.4	-1.6	1.5	10
Cc1cc(NC(=O)CSc2nc3c(c(-c4cccnc4)c2C#N)CCC3)no1	-9	-1	-1	-20	6	0.2	-0.5	0.6	18
COc1ccc(C(=O)Nc2ccc(C(=O)c3ccccc3)cc2)cc1	18	27	-16	21	.	5.9	7.0	11	-25
CCCc1nnc(NC(=O)CCC(=O)N2CCN(Cc3ccc(F)cc3)CC2)s1	-2	-19	-6	-11	-8	0.4	-0.3	-0.2	-2
COc1ccc(C2=CSC(/N=C/c3ccc(F)cc3)=NN2)cc1	-10	-27	-4	12	2	0.0	-1.7	0.3	-5
CC(C)c1ccc(CNC(=O)CSCC(=O)Nc2ccc3ccccc3c2)cc1	-35	20	-7	0	8	1.6	0.9	2.0	10
CCOC(=O)C1CCCN(C(=O)/C=C/c2cc(OC)c(OC)c(OC)c2)C1 (stereo unspecified)	-16	3	-11	18	0	0.5	0.2	1.4	-9
Cc1c(-n2c(O)c(C3=c4ccccc4=NC3=O)sc2=O)c(=O)n(-c2ccccc2)n1C	-6	6	-2	17	-8	1.1	0.0	0.1	-14
O=C(NCc1ccco1)[C@@H]1CSC2c3ccccc3C(=O)N21 (stereo partly specified)	-19	-7	-13	-3	1	-0.9	-1.3	0.1	17
CC1(CCc2ccccc2)NC(=O)N(CC(=O)Nc2ccccc2C#N)C1=O (stereo unspecified)	-16	7	6	-5	.	0.5	1.8	-0.1	16
CN(C)c1cccc(C(=O)NNC(=S)NC2CC3CCC2C3)c1 (stereo unspecified)	-9	-2	3	-13	-4	0.5	3.3	1.1	13
CCCn1c(=O)[nH]c(=O)c2c(C(F)(F)F)cc(-c3ccc(C)cc3)nc21	-6	7	-10	-11	-6	0.8	0.4	7.9	18
CC1CCN(CCCNC(=O)c2ccc(CSCc3cccc(Cl)c3)o2)CC1	-18	12	-5	-26	22*	3.2	4.6	0.6	-7
Fc1ccc(NC(=S)N2CCOCC2)c(F)c1	-10	2	3	9	-14	0.9	-0.4	0.1	-12
CN(C)c1ccc(/C=C(\NC(=O)c2ccccc2)C(=O)NCc2cccnc2)cc1	-7	17	-2	-13	-13	2.8	3.0	3.8	-15
O=C(O)CC/C(=N/NC(=O)c1cn(-c2ccccc2)nc1-c1ccccc1)C(=O)O	-12	-6	-7	-6	-13	0.5	0.3	0.0	11
Cc1[nH]n(-c2ccccc2)c(=O)c1C=NCC1CCCO1 (stereo unspecified)	3	-20	-2	-10	-7	-0.1	-0.3	-0.3	7
O=C(CCNC(=O)C1CCN(S(=O)(=O)c2ccccc2)CC1)NCc1cccnc1	.	-31	.	12	.	.	.	-0.1	-13
CN(CC(=O)Nc1c(Cl)cccc1Cl)C(=O)c1ccccc1SCC(=O)N1CCCC1	-14	3	5	-6	-4	0.2	-0.1	0.1	4
COc1ccc(NC(=O)CSc2n[nH]c(=O)n2C2CC2)cc1OC	-3	-15	0	-8	.	0.2	0.6	1.1	19
Cc1ccccc1CS(=O)(=O)CCC(=O)NCCCN1CCN(c2ccccc2F)CC1	-20	-9	-16	-14	2	0.0	-1.4	0.5	20
CCOc1ccc(-c2cn3ccccc3n2)cc1[N+](=O)[O-]	-18	6	-12	-9	1	-0.8	-1.2	0.3	3
CCN(CC)C(=O)c1cccc(-c2csc(C(NC(C)=O)c3ccccc3)n2)c1 (stereo unspecified)	.	-3	.	-15	.	.	.	-0.2	14
COCCN1CCCC(CNCc2cn(C)nc2-c2ccc(Oc3ccccc3)cc2)C1 (stereo unspecified)	-6	15	-4	-10	3	2.9	5.3	1.6	10
CCCCCCCCNc1ncnc2[nH]ncc12	.	-7	.	-2	.	.	.	4.3	3
CCC(C)C(NC(=O)c1ccccc1NC(=O)c1ccco1)C(=O)O (stereo unspecified)	-12	-8	-2	7	-8	-0.3	0.2	-0.3	-6

A few values from the list.
In V1R ag counter, COc1ccc(NC(=O)CSc2n[nH]c(=O)n2C2CC2)cc1OC is listed with 0.2
In TAAR1 antag, CCOc1ccc(-c2cn3ccccc3n2)cc1[N+](=O)[O-] is listed with 6

New compounds follow:
SMILES	CHO parental Ca	TAAR1 antag	OXTR potentiate	CHO-K1 Ca antag	GPR7 antag	V1R ag counter	OXTR ag	CHO-K1 Ca ag	CHO-K1 Ca PAM
COc1ccc(-n2c(C)cc(SC)c(C(C)=O)c2=S)cc1	-20	18	-5	-10	1	2.6	0.4	0.0	11
COc1ccc(CCN(C)CCN2C(=O)c3ccccc3C2=O)cc1OC	-11	0	7	-5	-15	-0.1	0.0	4.0	18
Cn1c(CNc2ccccc2)nc2ccccc21	7	4	-8	-13	-7	-0.1	-1.4	0.1	7
COc1ccc(-n2c(C)nnc2SCC(=O)Nc2ccccc2F)cc1	-7	4	-5	-9	3	3.8	0.0	-0.2	7
Cc1ccc(S(=O)(=O)N2CCN(C(=O)COC(=O)/C=C/c3cccc(Cl)c3)CC2)c(C)c1	.	0	.	-7	.	.	.	0.0	-4
CCc1ccccc1-n1nnnc1SCC(=O)Nc1cc(C)on1	-9	-9	-10	-10	-6	2.8	1.2	0.9	-10
CCCCCCN(C(=O)CCl)c1ccccc1	-2	-11	-3	2	20	-1.5	-3.6	0.0	-4
CCOC(=O)C1CCCN(C(=O)Cn2nc(C)c3c(C)n(-c4ccccc4)nc3c2=O)C1 (stereo unspecified)	-10	-20	-4	3	3	1.0	-1.7	-0.1	-15
O=C(NCCCN1CCOCC1)c1ccc(Cl)cc1Cl	-5	-2	-6	-5	-17	1.4	0.2	-0.3	-13
CCCOC(=O)c1c(NC(=O)c2cnn3c2NC(c2ccccc2)CC3C(F)(F)F)sc2c1CCCC2 (stereo unspecified)	-8	10	1	-11	-10	-0.3	-1.6	0.3	6
O=C(Nc1ccc(Cl)cc1)Nc1nnc(CSCc2ccccc2)s1	-17	-9	-7	3	-13	0.5	0.9	0.2	-3
CC(C)(C)C(=O)NC(=S)Nc1ccc(Cc2ccncc2)cc1	12	30	-26	-6	-5	9.3	9.0	9.6	4
COc1ccc(-c2nn(-c3ccccc3)cc2CN2CCCO2)c(F)c1	-9	-24	0	-7	-1	-0.8	-1.4	5.1	-2
CC1CCN(CCCCOc2ccccc2[N+](=O)[O-])CC1	-10	-17	-1	-30	2	-0.3	1.3	1.4	20
Cc1cccc(NC(=O)c2cccc(N3C(=O)CCC3=O)c2)c1	-6	-16	1	4	-21	-0.4	0.6	1.0	0
COc1cccc(-c2c(-c3cc(OC)cc(OC)c3)n(C)c3ccc(-c4cnc(OC)nc4)cc23)c1	-21	16	4	-16	.	0.6	1.6	0.7	1
COc1ccc(-c2c3c(cc(C)[n+]2[O-])oc2ccc(OC)cc23)cc1	-7	8	0	13	-5	0.7	-0.6	0.5	-13
CC(C)(C)c1ccc(S(=O)(=O)NC(=O)C2(C)CCN2C(=O)C2(c3ccc(Cl)cc3)CC2)cc1 (stereo unspecified)	.	-4	.	14	.	.	.	0.0	-8
COc1ccc(N(CC(=O)Nc2ccc(C(N)=O)cc2)S(=O)(=O)c2ccc(C)c([N+](=O)[O-])c2)cc1	-2	5	-32	-7	3	0.1	-0.6	0.8	19
CCOc1ccc(NC(=O)C2CCCN2C(=O)OCc2ccccc2)cc1 (stereo unspecified)	-28	3	1	3	-10	-0.6	-1.8	-0.3	6
COc1ccc(N(CC(=O)NCCSc2ccccn2)S(=O)(=O)c2ccc(C)cc2)cc1OC	-18	5	-16	-10	-9	5.7	3.2	0.0	1
Cc1cc(C)nc(/N=C(\N)C2=C(O)CC(C)(C)CC2=O)n1	-2	-5	2	-6	-1	-0.1	0.6	0.1	6
CCN(Cc1ccccc1)C(=O)C(=O)c1cn(CC(=O)N2CCCC2)c2ccccc12	-26	-22	-5	4	-12	0.2	-0.2	1.4	-12
O=C(Nc1nc2c(s1)CCCC2)Oc1ccccc1	-1	-1	-6	-9	-10	0.9	0.0	0.2	15
COc1cc(OC)cc(C(=O)NNC(=O)CCNC(=O)c2ccc(Br)cc2)c1	-3	-2	-6	-24	.	-0.6	1.1	0.6	17
COc1ccc(/C=C/C(=O)NC(=S)NNC(=O)c2cnccn2)cc1	0	-5	-11	-12	5	-0.7	-0.5	0.4	8
Cc1ccc(N2C(=S)N=C(Nc3ccccc3C)C23CCOC(C)(C)C3)cc1 (stereo unspecified)	-10	0	4	-3	-14	-1.0	-1.0	-0.2	15
COC(=O)[C@]12CCCCC=C1N(Cc1ccc(Cl)cc1Cl)C(=O)[C@H](CC(=O)NCc1ccc(C)o1)C2	.	3	.	-12	.	.	.	1.0	14
COc1cc(OC)c(NS(=O)(=O)c2cc(C(=O)OC(C)C(=O)NC3CC3)c(Cl)cc2Cl)cc1Cl (stereo unspecified)	-21	11	1	-4	-7	4.4	3.7	2.3	27
Cc1cccc(N(C(=O)C(F)(F)F)C(C(=O)NC2CCCCC2)c2cccs2)c1 (stereo unspecified)	-23	9	0	-18	0	-0.1	-1.9	0.0	13
Cc1ccc(S(=O)(=O)N2CCCCC2C(=O)Nc2ccc(N(C)C)cc2)cc1 (stereo unspecified)	-24	4	-7	1	.	0.9	-0.8	-0.5	2

Hits appear at their usual frequency. Share with any hit: about 3.5%.
